# Assay outcomes as filed in PubChem BioAssay.
# eLon inh = inhibitors of E. coli Lon protease. purified E. coli Lon protease, fluorescence polarization. AID 602123. P0A9M0. 360,000 compounds, 0.42% hits. inhibition, % at 7.94 µM; in the data active means inhibition above about 13%, passing the limit was not always enough;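 further: 0% = enzyme with probe and DMSO and 100% = no enzyme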
# MsrA inh = inhibitors of bovine MsrA | 360,000 compounds, 0.75% hits | purified bovine MsrA, absorbance read-out | inhibition, % at 15.5 µM; in the data active means inhibition above about 4.5%;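 further: 0% = vehicle wells with enzyme and 100% = reference inhibitor wells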
# TbMetRS inhib = blocks T. brucei methionyl-tRNA synthetase activity; purified T. brucei MetRS, ATP depletion, Kinase-Glo luminescence; inhibition, % at 11.9 µM; 360,000 compounds, 0.4% hits; AID 624268;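 active means inhibition above a per-plate cutoff of the control wells' mean inhibition plus 3 SD, cut at about 5.5% in these data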;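 further: 0% = DMSO wells median and 100% = median of wells with control inhibitor compound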
#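 System: purified T. brucei MetRS enzyme / Detection: Kinase-Glo luciferase luminescence reporting remaining unconsumed ATP / Medium: HEPES buffer with MgCl2, KCl, DTT, spermine, BSA, pyrophosphatase / Replication: singlicate, one well per compound / Evaluation: percent inhibition relative to median high and low control wells / Schedule: 2 h aminoacylation at 25 °C after 15 min preincubation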
# SKN-1 inh = C. elegans SKN-1 inhibition. inhibition, % at 21.8 µM. C. elegans VP596 Pgst-4::GFP/RFP ratio, acrylamide-induced, 24 h. AID 624304. 360,000 compounds, 0.49% hits;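 active means interference check ratio from 0.5 to 1.5 plus GFP to RFP signal ratio inhibition reaching or exceeding a fixed threshold, cut at about 30% in these data, passing the limit was not always enough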; further: some compounds called inactive have numbers as strong as hits
# FAS-TE inh = blocks the thioesterase domain of human fatty acid synthase; inhibition, % at 15 µM; recombinant FAS-TE, OMFH fluorogenic substrate, fluorescence endpoint; 360,000 compounds, 0.67% hits;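 active means compounds whose normalised, plate-corrected inhibition of enzyme fluorescence in the single-dose primary screen is 50% or more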;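 further: 0% = DMSO with enzyme and 100% = substrate without enzyme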
# MT1-MMP act inh = inhibitors of human MT1-MMP activation; HT1080 RFP-PRO-GFP cells, GFP/RFP ratio fluorescence, overnight; percent of plate control window, DMSO zero; GFP/RFP ratio change, % at 20 µM; 360,000 compounds, 0.061% hits; AID 651647;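 active means GFP/RFP ratio change of at least 30% with cell ATP level not reduced by more than half and red fluorescence within 50% of control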; further: strong numbers were not always called active
#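 Read-out: GFP/RFP fluorescence ratio; Test system: RFP-PRO-GFP reporter HT1080 cells; Compound dosing: single-point 20 µM compound, 1% DMSO; Times: overnight compound exposure at 37 °C.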
# MLLE-PAM2 inh = inhibitors of microRNA-mediated deadenylation, human PABP1 MLLE binding; inhibition, % at 20 µM; AID 588489; 360,000 compounds, 0.36% hits; GST-MLLE / FITC-PAM2 fluorescence polarization; P11940; in the data active means inhibition above about 35%, passing the limit was not always enough;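 further: plate controls were DMSO wells with GST-MLLE for no effect and wells lacking GST-MLLE protein for full effect; some results filed as inactive read as strong as hits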
# bovine MsrA act = bovine methionine sulfoxide reductase A activation; AID 602163; purified bovine MsrA, absorbance read-out; activation, % at 10.6 µM; 360,000 compounds, 0.3% hits; in the data active means activation above about 7.5%;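 further: 0% = vehicle and 100% = reference activator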
# CendR NRP1 mod = alters CendR peptide binding to human NRP-1; O14786; FAM-RPARPAR peptide binding to NRP-1, fluorescence polarization; inhibition, % at 25 µM; 360,000 compounds, 0.85% hits; AID 602438;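 active means inhibition or corrected inhibition above about 18%, plus a signal ratio from 0.5 to 1.5, limit read from the data, passing the limit was not always enough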; further: strong numbers were not always called active
# Active calls of the source: *; · = not tested or not shown.
# Values run as follows: eLon inh, MsrA inh, TbMetRS inhib, SKN-1 inh, FAS-TE inh, MT1-MMP act inh, MLLE-PAM2 inh, bovine MsrA act, CendR NRP1 mod
- CSc1cccc(-c2nnc(NC(=O)c3cccc(N4C(=O)CCC4=O)c3)o2)c1
    -5.4, 0.6, -0.5, 0.5, -6.4, 2.4, 8.8, -4.2, -6.3
- CN(CC(=O)Nc1ccc(F)cc1)C(=O)c1ccc(-c2ccc(F)cc2)o1
    1.7, 0.4, 2.0, 12.1, 7.9, -2.0, -3.3, 0.3, -3.9
- O=S(=O)(NC1CC1)c1ccc(S(=O)(=O)N(Cc2ccccn2)C2CC2)cc1
    -1.2, 0.1, -0.2, 6.3, -4.3, -1.1, 6.5, -4.1, 1.1
- CC(C)CN1C(=O)c2ccc(C(=O)Nc3ccccn3)cc2C1=O
    -7.2, -0.4, -1.4, -1.0, -8.6, -1.2, -1.8, -4.8, 4.1
- CN(Cc1ccccc1F)C(=O)CN1C(=O)NC2(CCc3ccccc32)C1=O (stereo not given)
    -0.3, 0.9, -0.4, -11.8, -1.8, -1.6, -39.1, -3.2, 11.3
- O=C(CCN1C(=O)c2ccccc2C1=O)Nc1ccncc1
    -8.4, -0.7, -0.9, -3.4, -4.4, -1.5, 4.4, -3.0, -14.0
- COC(=O)Cc1[nH]n(-c2nc3ccccc3s2)c(=O)c1C(C)=Nc1ccc(C)cc1
    -1.2, -0.4, -0.1, -7.3, -11.9, 3.8, -0.8, -4.2, 2.6
- Cc1ccc(S(=O)(=O)N(C)C)cc1NC(=O)CSc1nncs1
    -4.7, -0.9, -0.2, -28.3, -2.1, -0.2, 18.3, -4.9, -5.7
- CCn1c2ccccc2c2cc(NC(=O)c3cc(C)on3)ccc21
    4.7, 0.9, -0.8, 5.3, 24.3, 2.2, 6.0, 1.0, -11.2
- COC(=O)c1ccc(N2C(=O)C3CC=CC(C)C3C2=O)cc1 (stereo not given)
    -11.8, 1.8, -0.6, -1.8, -2.1, -7.7, -1.6, -4.7, 8.6
- O=C(NCc1ccccc1)c1nc(-c2cccs2)no1
    -6.3, 0.9, -0.6, -0.7, 4.2, 6.3, 1.8, -5.1, 8.9
- O=C(COC(=O)Cc1ccc(S(=O)(=O)N2CCCCC2)s1)Nc1ccc2c(c1)OCO2
    -5.5, 1.7, -0.2, 17.2, -1.1, -7.4, -9.0, -1.4, 0.3
- Cn1nc(C(F)(F)F)c(C#N)c1N1CCN(c2ccccn2)CC1
    -4.6, 1.2, -0.3, 2.3, 3.4, -5.5, -3.7, -2.0, 0.2
- NC(=O)[C@H](Cc1cc2ccccc2s1)NC(=O)[C@@H]1CC2(CC(c3cccc(NC(=O)[C@@H]4CCC(=O)N4)c3)=NO2)CN1C(=O)c1ccccc1 (stereo not given in full)
    -6.7, -0.4, -0.1, 5.0, 0.9, -3.3, 5.7, 0.0, -3.3
- COc1cc(CNCc2cc(OC)ccc2OC)cc(OC)c1
    2.4, -0.5, -0.8, 6.7, -5.9, 3.8, -3.8, 1.0, -13.7
- c1ccc2c(c1)CC(N1CCCCC1)c1ccccc1S2 (stereo not given)
    -4.6, -0.4, -0.4, -6.3, 18.9, -1.3, 6.2, -8.0, 40.6*
- CC(C)C[C@H](NC(=O)NCc1ccc(F)cc1)C(=O)O
    -7.6, -0.6, -0.7, -10.4, -4.5, 10.0, -3.1, -9.9, 2.6
- CCCOC(=O)C1=C(C)NC2=C(C(=O)CC(C)(C)C2)C1c1ccc(N(C)C)cc1 (stereo not given)
    -8.2, 1.0, -0.4, 6.5, -6.2, -5.4, -1.0, -3.0, -15.6
- Cc1ccc(S(=O)(=O)N(CC(=O)NCc2cccs2)c2ccccc2)cc1
    -10.8, -0.2, -0.6, 3.0, 2.8, 0.8, -2.6, -5.8, 3.6
- O=C(COC(=O)c1cc(NS(=O)(=O)c2cccs2)ccc1O)Nc1ccccc1
    -9.6, 0.4, 0.7, 12.5, 9.1, 7.1, -7.8, -4.5, 7.7

# CendR NRP1 mod: what is marked active above
Compound	eLon inh	MsrA inh	TbMetRS inhib	SKN-1 inh	MT1-MMP act inh	MLLE-PAM2 inh	bovine MsrA act	CendR NRP1 mod
c1ccc2c(c1)CC(N1CCCCC1)c1ccccc1S2 (stereo not given)	-4.6	-0.4	-0.4	-6.3	-1.3	6.2	-8.0	40.6*

# (cont.)
# Values run as follows: eLon inh, MsrA inh, TbMetRS inhib, SKN-1 inh, FAS-TE inh, MT1-MMP act inh, MLLE-PAM2 inh, bovine MsrA act, CendR NRP1 mod
- CC(=O)NC(CSC(CC(=O)c1ccco1)c1ccc(C)cc1)C(=O)O (stereo not given)
    -3.0, 3.9, -0.6, 3.8, -5.5, -3.6, 33.4, 5.0, 2.1
- CC(C)N(C(=O)Cn1cc(S(=O)(=O)CC(=O)NCc2ccc(F)cc2)c2ccccc21)C(C)C
    -11.9, -0.2, 0.5, 5.5, -1.2, -3.9, -6.1, -1.4, -8.1
- O=C(O)c1ccccc1C(=O)NCCCCCCNC(=O)c1ccccc1C(=O)O
    3.6, 1.4, -0.4, 1.5, -1.8, -1.6, 4.4, -4.3, -4.1
- Cc1ccc(C)c(N(C(=O)CS(=O)CC(=O)Nc2ccc3c(c2)OCO3)C(C)C(=O)NC2CCCC2)c1 (stereo not given)
    -1.6, -0.4, 0.1, 10.1, -5.8, 0.5, 2.9, -0.2, 0.1
- COc1ccc(N2CCN(C(=O)CNC(=O)c3cn(-c4ccccc4OC)c(=O)c4ccccc34)CC2)cc1
    -4.6, 0.1, 0.7, -3.6, -1.0, -4.7, 6.1, -2.2, 7.1
- CCn1c(C)cc(O)c(C(=O)Nc2cccc(Cl)c2)c1=O
    -8.3, 0.9, -0.9, -3.8, 16.0, 1.9, 0.2, -9.4, 7.8
- CS(=O)(=O)N1CCC(C(=O)Nc2cccc(Cl)c2)CC1
    -12.0, 1.4, -0.5, 8.0, -1.3, -0.1, 21.6, -5.3, 10.5
- COc1ccc(OCCCC(=O)N2CCN(S(=O)(=O)c3cccc(F)c3)CC2)cc1
    -0.2, -1.1, 0.0, 4.2, 7.6, -2.8, -17.6, -2.2, -10.9
- Cc1ccc(NC2CCCN(C(=O)CCc3cn[nH]c3)C2)cc1C (stereo not given)
    -17.2, -0.6, -0.3, 2.8, -4.0, 0.1, -0.6, -5.5, 5.4
- C#Cc1ccc([C@H]2C=C(C(=O)OCC=C)O[C@@H](OCCCCO)C2)cc1
    -4.6, -0.9, -0.3, -10.6, 6.1, -2.6, -11.6, -8.6, -19.3
- O=c1nc2n(CCO)c3ccccc3cc-2c(=O)[nH]1
    -9.7, 0.1, -0.4, -3.9, -6.8, -2.2, 17.0, -2.8, 8.5
- CC(C)C(c1nnnn1Cc1ccc(F)cc1)N1CCN(C2CCCCC2)CC1 (stereo not given)
    2.1, -0.1, -0.8, 10.8, -6.9, 0.6, -6.5, -0.8, -5.5
- O=C1CCCN2N=C(SCC(=O)Nc3cccc(C(F)(F)F)c3)SC2=N1
    -3.0, -1.0, -0.2, 9.8, 1.8, -3.8, -4.4, -3.1, -5.8
- CCOc1ccc(C(=O)NC2CCN(C(=O)NCc3ccccc3)CC2)cc1
    -7.6, 0.0, -0.1, -13.2, -2.9, 3.1, 10.0, 9.6*, 0.3
- NC(=O)COc1ccccc1C(=O)NC12CC3CC(CC(C3)C1)C2
    -4.5, -0.9, -0.8, 12.2, 2.4, -1.8, 7.0, -2.5, -2.6
- Cc1cccc(C)c1NC(=O)CN1CCN(C(=O)CCC(=O)N2CCC(c3ccccc3)=N2)CC1
    -7.6, -0.8, -0.1, 11.2, -6.1, 0.2, 17.9, -0.3, 18.3
- CC(=O)Oc1ccc(N(C(C)=O)S(=O)(=O)c2cc([N+](=O)[O-])ccc2C)cc1
    -6.2, -0.9, -0.1, 5.5, 7.0, 3.5, -15.2, -3.3, 7.2
- N#Cc1c(/N=C\c2ccc(O)c([N+](=O)[O-])c2)sc2c1CCCC2
    -0.2, 1.2, -0.1, -8.4, 20.4, -1.8, 8.9, -2.5, -15.9
- COC(c1ccccc1)c1nnc(CCC(=O)N2CCN(C3CCCC3)CC2)o1 (stereo not given)
    0.8, -0.3, -0.6, 8.0, -6.5, -0.7, -6.8, -6.2, 2.8
- CCOc1ccccc1NC(=O)NC(=O)N(C)S(C)(=O)=O
    -7.1, -0.2, -0.4, 2.2, -5.0, 0.1, -4.2, -5.2, -10.5
- CC1CCCN(CC(=O)Nc2cc(Cl)ccc2Oc2ccccc2)C1 (stereo not given)
    0.1, -0.5, -0.6, -5.2, 24.0, -6.0, 13.0, -2.4, 18.9
- N#Cc1cccnc1N1CCN(C(=O)c2cccc3c2C(=O)c2ccc(-c4ccc(Cl)c(C(F)(F)F)c4)cc2S3(=O)=O)CC1
    10.6, ·, -0.2, 21.6, 79.8*, 8.6, -2.6, -1.5, -5.8
- O=S(=O)(Nc1ccc(-c2nc3cccnc3s2)cc1)c1ccc(Cl)s1
    -10.6, 4.0, 0.3, 16.9, 10.6, 2.1, -9.9, -2.2, -11.9
- CCOc1ccc(CSCCNC(=S)Nc2ccc(OC)cc2)cc1
    9.3, 0.0, -0.4, -0.1, 27.5, -1.7, -60.6, 0.5, -17.6
- Cc1cccc(N2CC(C(=O)Nc3nc4ccc(S(C)(=O)=O)cc4s3)CC2=O)c1C (stereo not given)
    -0.6, 0.8, -0.3, -11.0, -2.1, -8.1, 17.2, -4.2, 7.2
- CC(Oc1cccc(Br)c1)C(=O)NNC(=O)CCNC(=O)c1ccccc1Cl (stereo not given)
    -12.3, -0.8, -0.3, -18.2, -5.4, 0.1, 3.0, -4.6, -3.4
- COc1ccccc1NC(=O)CN1CCN(c2ccc(F)cc2)CC1
    -3.2, -1.1, -0.9, -17.8, 8.4, 3.7, 11.7, -4.1, -7.5
- Cn1cc(S(=O)(=O)N2CCC3(CC2)OCCO3)c(=O)n(C)c1=O
    -14.1, -0.6, 0.3, -4.4, -9.0, 0.0, 3.0, -0.2, -0.4
- COCCn1c(=NC(=O)/C=C/c2ccccc2)sc2cc(NC(C)=O)ccc21
    -4.0, 0.8, -0.8, -0.6, -15.8, ·, -3.5, -14.1, -17.5
- Cc1cccc(Nc2nnc(SCC(=O)NC3CCCc4ccccc43)s2)c1C (stereo not given)
    -7.6, -0.4, -0.2, 2.9, 16.5, -4.6, 1.8, -3.4, 6.7
- O=c1c2cccc3c2c(nn1-c1ccccc1)-c1ccccc1-3
    -1.7, -0.6, 0.9, 16.1, -2.7, 1.7, -9.0, -0.3, -11.2
- O=C(CC(NS(=O)(=O)c1ccc(Cl)cc1)c1ccco1)NCc1cccnc1 (stereo not given)
    -3.8, 0.1, -0.8, -23.4, -5.3, 3.6, -2.1, -3.7, 6.3
- Cc1ccc(SC[C@H](c2ccccc2)N2CCN(CCc3ccccc3)CCC2=O)cc1
    4.0, -1.1, -0.3, 15.7, 14.2, -1.3, 8.7, -1.0, 13.7
- CC1(C(=O)NS(=O)(=O)c2cccc(C#N)c2)CCN1C(=O)C1CCCCC1 (stereo not given)
    -5.9, -0.1, -0.1, 12.2, -9.0, 0.6, 3.2, 0.6, 0.6
- O=C(c1cccc(S(=O)(=O)N2CCOCC2)c1)N(CCO)Cc1ccccc1
    -2.3, -0.1, -1.0, -7.6, -6.6, -1.1, 7.5, -5.6, -6.6
- CC(=O)Nc1ccc(C2=CC(=O)C[C@H](c3ccc(Cl)cc3)C2)cc1
    -6.4, 1.6, 0.6, 8.5, 5.8, -18.0, -0.8, -1.1, 8.7
